Screens from PubChem BioAssay.
EPAC1 antag = blocks human EPAC1 exchange factor; AID 720709; EPAC1 GEF assay, Rap1b-BODIPY-GDP exchange fluorescence; Potency, µM (doses to about 115 µM), inactives show top-dose activity change, negative = inhibition, usual class: inhibitors; O95398; actives 0.14% (n = 360,000);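 also: potency is read from the fitted curve at half-maximal effect; plate controls were vehicle for no effect and positive control for full effect; nearly all actives have a fitted effect of over 50% in size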
Target sequence (O95398 whole entry, looked up): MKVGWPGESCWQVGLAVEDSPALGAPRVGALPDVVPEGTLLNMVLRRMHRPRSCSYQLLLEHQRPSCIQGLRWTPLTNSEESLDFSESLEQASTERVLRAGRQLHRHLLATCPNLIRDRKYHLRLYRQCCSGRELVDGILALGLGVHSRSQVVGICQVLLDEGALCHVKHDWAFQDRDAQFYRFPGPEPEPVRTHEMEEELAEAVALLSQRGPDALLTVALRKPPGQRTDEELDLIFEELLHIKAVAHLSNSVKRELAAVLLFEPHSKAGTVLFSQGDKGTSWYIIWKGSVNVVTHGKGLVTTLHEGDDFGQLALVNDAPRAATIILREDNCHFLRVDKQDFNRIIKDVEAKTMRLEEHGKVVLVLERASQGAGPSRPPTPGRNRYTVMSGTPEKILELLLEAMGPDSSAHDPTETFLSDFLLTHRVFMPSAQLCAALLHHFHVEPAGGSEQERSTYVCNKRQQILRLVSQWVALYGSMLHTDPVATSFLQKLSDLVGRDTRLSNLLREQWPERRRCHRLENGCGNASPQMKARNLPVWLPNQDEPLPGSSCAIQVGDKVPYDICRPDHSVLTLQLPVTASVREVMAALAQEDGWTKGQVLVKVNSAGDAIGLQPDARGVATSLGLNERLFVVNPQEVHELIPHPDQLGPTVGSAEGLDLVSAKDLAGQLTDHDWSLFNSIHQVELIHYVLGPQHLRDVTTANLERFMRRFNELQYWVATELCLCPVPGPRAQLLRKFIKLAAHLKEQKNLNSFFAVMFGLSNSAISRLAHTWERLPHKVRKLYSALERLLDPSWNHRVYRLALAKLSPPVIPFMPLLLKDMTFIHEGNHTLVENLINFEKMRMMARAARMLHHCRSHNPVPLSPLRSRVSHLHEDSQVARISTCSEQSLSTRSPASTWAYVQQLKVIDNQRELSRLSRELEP
PLK1 PBD inh = blocks phosphopeptide binding to human PLK1 polo-box domain; Plk1 PBD binding of FITC phosphopeptide, fluorescence polarization; actives 2.8% (n = 360,000); Potency, µM, without a hit: max response, negative = inhibition, actives largely listed as inhibitors; also: potency is read from the fitted curve at half-maximal effect; series mostly up to about 57 µM; % is scaled to controls: 0 for no effect and ±100 for the full control effect; nearly all actives have a fitted effect of over 65% in size
EPAC1 agonist = activates human EPAC1 exchange factor | O95398 | Potency, µM (doses to about 154 µM), for the others: at the highest dose activation, usual class: activators | actives 0.073% (n = 360,000) | AID 720707 | EPAC1 agonist qHTS, biochemical assay; response scale: 100% = response to 6.5 mM cAMP; also: potency is read from the fitted curve at half-maximal effect; nearly all actives have a fitted effect of over 60% in size
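Compounds were pinned as a concentration titration into mixtures of EPAC1 (100 nM), BODIPY-GDP-loaded Rap1B (250 nM) and GDP (50 uM). After 5 min at room temperature, fluorescence was followed for 30 min; activity was scaled to 6.5 mM cAMP.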
PI5P4Ka inh = blocks human PI5P4K alpha kinase activity | P48426 | PI5P4Kalpha enzyme, ADP-Glo luminescence, 60 min; active compounds read low | max response, % | actives 1.2% (n = 330,000) | AID 652105; active = max response of -50% or lower; inconclusive = between -30% and -50%; inactive = -30% or higher; also: value at the top dose of about 77 µM; % is scaled to controls: 0 for no effect and ±100 for the full control effect
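Reactions run in 0.038 M HEPES pH 7.4, 0.28 mM EGTA, 0.1% CHAPS and 5% DMSO, with PI5P4Kalpha, substrate, compound and 5 microM ATP final, one hour at room temperature. Readout is ADP-Glo luminescence.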
GLP-1R inv ag = GLP-1 receptor (human) inverse agonism. HEK293 GLP-1R CRE-luciferase, luminescence, 24 h; GLP-1R form is constitutively active. Potency, µM (titrated, usually from 38.3 µM), without a hit: top-dose activity change, negative = inhibition, usual class: inhibitors. actives 1.6% (n = 410,000). AID 624417; also: potency is read from the fitted curve at half-maximal effect; % is scaled to controls: 0 for no effect and ±100 for the full control effect; nearly all actives have a fitted effect of over 55% in size
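Inverse agonism was detected as reduced cAMP-driven luciferase luminescence after 24 h compound treatment. The cells were HEK293 clones expressing constitutively active human GLP-1R with the reporter. Reporter-only and GPR119 cell lines served as counterscreen controls.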
GLP1R cytotox = cytotoxicity counter-screen for GLP-1 receptor inverse agonists; HEK293 cAMP-luciferase reporter cells, luminescence, 24 h; Potency, µM (titrated, usually from 38.3 µM), for the others: at the top dose activity change, negative = inhibition, hits mostly inhibitors; actives 0.13% (n = 410,000); AID 624418;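 also: loss of luciferase light is scored as toxicity; potency is read from the fitted curve at half-maximal effect; % is scaled to controls: 0 for no effect and ±100 for the full control effect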
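To flag toxic compounds, the library was rerun on cells for 24 hr at 37 deg C and 5% CO2. Viability-linked luminescence was captured 12 min after adding luciferase detection reagent.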
IL-2 act = activators of IL-2. IL-2 activation reporter assay, cell-based qHTS; stimulated with anti-CD3/CD4/CD28 beads; in transgenic mouse T cells. activation, % (series mostly up to about 46 µM). actives 0.065% (n = 360,000). AID 652025; in the data active = activation above about 50%; inconclusive = mostly about 30% to 49%; also: 0% is about no effect
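Readout: EGFP and DsRed signals by fluorescent plate cytometry. Unstimulated transgenic mouse T cells received compound 60 min before antibody-bead stimulation, then incubated 18 h at 37 degrees C.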
GLP-1R agonist = GLP-1 receptor (human) agonism | Potency, µM (series often up to 45.6 µM), without a hit: at the top dose activation, most hits filed as activators | HEK293 GLP-1R CRE-luciferase, luminescence, 4-6 h; cells express a hypersensitive GLP-1R form | actives 0.007% (n = 380,000); also: potency is read from the fitted curve at half-maximal effect; % of control where 0% means no effect
PTHR1 agonist = PTHR1 (human) receptor agonism; AID 743266; Potency, µM (series often up to 115 µM), inactives show at the highest dose activation, hits mostly activators; HEK293 GP2 PTHR1 cells, GloSensor cAMP luminescence, 1 h; Q03431; actives 0.075% (n = 410,000); also: potency is read from the fitted curve at half-maximal effect; nearly all actives have a fitted effect of over 55% in size; some results filed as inactive show a strong effect at the top dose; inactives centre near -15; many of its hits are not listed in these tables
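HEK-293-derived GP2 cells expressing PTHR1 and a GloSensor cAMP reporter, 3,000/well, plated overnight, given luciferin plus IBMX (each 0.5 mM as added) for 1 h at 37 °C, then compound for 1 h at 37 °C. Luminescence was read after 15 min at room temperature.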
Numbers without * were called inactive; i = inactive; u = inconclusive; x = not tested or not shown; & = joins results of further samples; [ ] = remark or other dose. Unless noted, calls follow the shape of the dose curve; as a rule, active = well fitted curve in the direction sought with a large enough effect; inconclusive = small, poorly fitted or top-dose-only effect, or another doubt; inactive = no such curve, though single readings can be large; an effect the other way counts as inactive or inconclusive. Only part of the results is shown; the hit share may differ from the screen's.

mol	EPAC1 antag	PLK1 PBD inh	EPAC1 agonist	PI5P4Ka inh	GLP-1R inv ag	GLP1R cytotox	IL-2 act	GLP-1R agonist	PTHR1 agonist
O=P(O)(O)C(O)C(F)(F)C(F)(F)C(F)(F)C(F)F (stereo not given)	-12%	-14%	6%	3	0%	65%[activator]	4.2	7%	u
C#CCN1CCN(c2cccc(C(F)(F)F)c2)CC1	4%	-3%	4%	-2	6%	6%	-4.4	0%	i
Cc1ccc(S(=O)(=O)Nc2ccc3oc(=O)sc3c2)c(C)c1	-3%	u	4%	-12	u	u	-0.1	-25%	-20%
CN1CC2CN(Cc3ccccc3)S(=O)(=O)C2C1 (stereo not given)	18%	-4%	-17%	-5	27%	3%	-0.5	5%	-23%
CCN1CCN(C(=O)COc2cc(=O)n(CC)c3ccccc23)CC1	-1%	3%	2%	2	7%	1%	-4.0	-1%	-19%[57.5 µM]
CCCn1c(C(=O)c2ccccc2)nc2ccccc21	u	-9%	10%	-7	u	3%	-0.9	16%	-14%
COc1ccc(NS(=O)(=O)c2ccc(OCC(=O)N3CCN(C)CC3)cc2)cc1Cl	-25%	0%	-6%	1	-11%	-5%	-1.1	1%	i
N#CCCn1cc(C(=O)Nc2ccccc2Br)c(-c2ccc([N+](=O)[O-])cc2)n1	-5%	-13%	-12%	3	-21%	1%	0.4	7%	i
COc1c(C=C2C(=O)NC(=O)NC2=O)c(CCN(C)C(=O)c2ccccc2)cc2c1OCO2	1%	27µM*	-6%	11	-1%	0%	0.5	u	-27%
CC(C)(C)[C@@H]1COC(=O)[C@@H](Cc2ccc(F)cc2)CC/C=C\C[C@@H](CC(=O)N(CCO)Cc2ccccc2)C(=O)N1	-14%	3%	-5%	-2	10µM*	-19%	-0.6	-5%	-3%
O=c1[nH]c(=O)n(CCc2ccccc2)c(O)c1C=NC1CC1	20%	2%	-12%	0	2%	-2%	-1.6	11%	-1%
Oc1ccc(N=Nc2nc(-c3ccccc3)c(-c3ccccc3)[nH]2)cc1	u	4%	19%	-12	5.6µM*	10µM*	-1.8	-1%	i
COc1ccc([C@H]2CC(=O)C=C(c3cc(Cl)ccc3OC)C2)cc1	-3%	-5%	6%	5	u	u	-0.8	-1%	i
CCOC(=O)C1C(=O)NC23CCCC2C1c1ccccc1O3 (stereo not given)	14%	-1%	-4%	-4	u	-12%	-1.1	-3%	-1%
Cc1ccc(-n2c(O)c(C=NCc3ccccn3)c(=O)[nH]c2=S)cc1	-9%	-5%	0%	0	-7%	-15%	0.2	24%	0%
O=C(CN1C(=O)C2CCCCC2C1=O)Nc1nc(-c2ccc(F)cc2)cs1 (stereo not given)	8%	-2%	-2%	5	u	u	-0.5	-15%	-19%
O=C(NCC1=C(c2ccc3ccccc3c2)C[C@@H]2CC[C@H]1N2Cc1ccco1)c1cccnc1	0%	-3%	-10%	-1	-20%	-10%	2.7	12%	-3%
CC(=NNC(=S)N1CC2CCC(CC2)C1)c1nccs1	-10%	-10%	-1%	-6	1%	u	-6.6	7%	-47%[inhibitor]
CC1CC(NC(=O)C2C3CCC(O3)C2C(=O)O)CC(C)(C)C1 (stereo not given)	5%	-8%	6%	-6	-22%	9%	-3.8	-2%	i
Nc1ccncc1	1%	2%	x	-3	1%	0%	-0.1	-4%&-5%	-2%
CC(C)Sc1nnc([C@@H](N)Cc2ccccc2)o1	-1%	-3%	10%	2	-10%	-25%	-0.6	14%	-16%[57.5 µM]
O=C(Cn1cc(C(=O)c2ccccc2)c2ccccc21)NCc1ccco1	13%	-13%	6%	-1	u	-27%	-2.3	-3%	i
CCC(C)Nc1nc(N)c([N+](=O)[O-])c(Nc2cc(OC)ccc2OC)n1 (stereo not given)	-21%	-10%	12%	4	10%	u	-1.9	u	i
Cc1nn(Cc2ccccc2)c(C)c1C(=O)NCc1ccccc1	-2%	-8%	-7%	-3	-7%	-11%	0.0	1%	-18%
CN1CCN(c2nc3c(c(=O)[nH]2)CCC3)CC1	6%	4%	-2%	-6	16%	-7%	2.1	6%	i
CCc1ccccc1NC(=O)CSc1nnc([C@@H](N)Cc2c[nH]c3ccccc23)o1	-15%	-16%	6%	20	-16%	-8%	-0.2	0%	-4%
CC(NCc1ccc(Cl)cc1)C(O)c1ccccc1 (stereo not given)	5%	-14%	5%	x	-1%	5%	1.8	u	i
CC1CCCN(C(=O)CCl)C1 (stereo not given)	-16%	-6%	12%	7	-5%	5%	-3.4	1%	i
O=S(=O)(Nc1ccc2[nH]ncc2c1)c1ccccc1Cl	9%	u	10%	-14	-12%	0%	-1.9	4%	i
COc1ccc(NC(c2ccccc2)P(=O)(Oc2ccccc2)Oc2ccccc2)cc1 (stereo not given)	6%	3%	0%	-5	-20%	-5%	-1.7	1%	-5%
N#CSCC(=O)N1c2ccccc2CCc2ccccc21	-30%	11µM*	7%	6	u	-13%	-0.5	-47%[inhibitor]	-24%
Fc1ccccc1CNCCc1ccc2c(c1)OCO2	-14%	0%	6%	2	1%	3%	-0.3	11%	i
CCN(CCCl)c1cc(CN(C)C)cc(NC(=O)c2ccc(C(=O)Nc3cc(CN(C)C)cc(N(CC)CCCl)c3)cc2)c1	-4%	-3%	-6%	u	u	2.8µM*	-0.5	-9%	i
CCCCN1CC(O)=C(c2nc3ccccc3s2)C1=N	4%	-12%	7%	-6	43%[activator]	-7%	-1.5	2%	i
C=CCN1C(=O)/C(=C/c2cc(C)n(-c3ccccn3)c2C)C(=O)NC1=S	5%	2.4µM*	7%	u	3%	3%	-0.1	-25%	-33%[inhibitor]
Cc1c(C=C2C(=O)N(C)C(=O)N(C)C2=O)c(=O)n(-c2ccccc2)n1C	1%	u	-2%	7	11%	0%	1.2	6%	i
COC(=O)C1=C(c2ccccc2)C[C@@H]2CC[C@H]1N2C(=O)NCc1ccc(C(F)(F)F)cc1	-7%	2%	-28%	-1	-5%	-3%	-2.5	6%	-39%[inhibitor]
CCN(CC)c1ccc(/C=N/NC(=O)Cc2cccs2)c(O)c1	-13%	22%	-11%	-3	u	u	-1.5	1%	i
Clc1cccc(Cl)c1C1N2CCCN12 (stereo not given)	7%	-12%	2%	0	1%	6%	2.7	-13%	i
CCN1CCN(Cc2cc(Br)cc(OC)c2O)CC1	18%	1%	1%	x	0%	-15%	-2.4	9%	i

Some of the entries so far, as labelled records:
CC1CCCN(C(=O)CCl)C1 (stereo not given)
  EPAC1 antag: -16%	PLK1 PBD inh: -6%	EPAC1 agonist: 12%	PI5P4Ka inh: 7	GLP-1R inv ag: -5%	GLP1R cytotox: 5%	IL-2 act: -3.4	GLP-1R agonist: 1%	PTHR1 agonist: i
O=S(=O)(Nc1ccc2[nH]ncc2c1)c1ccccc1Cl
  EPAC1 antag: 9%	PLK1 PBD inh: u	EPAC1 agonist: 10%	PI5P4Ka inh: -14	GLP-1R inv ag: -12%	GLP1R cytotox: 0%	IL-2 act: -1.9	GLP-1R agonist: 4%	PTHR1 agonist: i

Continued:
mol	EPAC1 antag	PLK1 PBD inh	EPAC1 agonist	PI5P4Ka inh	GLP-1R inv ag	GLP1R cytotox	IL-2 act	GLP-1R agonist	PTHR1 agonist
CC1CCCC(NC(=O)CNC(=S)N2CC3CC(C2)c2cccc(=O)n2C3)C1C (stereo not given)	15%	-9%	18%	5	6%	1%	-2.4	-5%	4%
COc1cccc(C(=O)C2CCCN(Cc3cnn(C(C)C)c3)C2)c1 (stereo not given)	9%	0%	0%	4	-15%	4%	-0.7	4%	i
CC[C@H]1CN2CCC1C[C@@H]2[C@@H](O)c1ccnc2ccc(OC)cc12 (stereo not given in full)	3%	0%	-14%	1	u	-17%	-0.5	-5%	12%
O=C(Cc1ccccc1)Oc1cccc(-n2cnnn2)c1	14%	-19%	-1%	1	11%	5%	1.2	-1%	i
Cc1ccc(NC(=O)CSc2nnc([C@@H](N)Cc3c[nH]c4ccccc34)o2)c(C)c1	-3%	-7%	8%	-9	u	8%	-2.0	-12%	-8%
Cc1cccc(-n2c(=S)[nH]c3ccccc3c2=O)n1	-15%	-14%	15%	-7	-2%[0.307 µM]	-1%[0.307 µM]	-0.1	-11%	-8%
CN1CCN(Cc2ccc(Br)s2)CC1	8%	-3%	0%	x	-19%	-3%	-1.6	0%	i
CN1CC[C@]23c4c5ccc(O)c4OC2[C@H](O)C=CC3[C@H]1C5 (stereo not given in full)	5%	-13%	-20%	0	8%	1%	0.1	18%	-1%
CC1(C)NC(=O)[C@H]2CCCN21	-15%	2%	-2%	-1	30%[activator]	7%	0.1	-3%	-22%
CC(C)C1(C)N=C(c2nc3ccccc3cc2C(=O)O)NC1=O (stereo not given)	u	-2%	13%	1	-2%	-2%	2.4	-10%	i
CCCCn1nnnc1C(c1cccs1)N1CCC2(CC1)C(=O)NCN2c1ccccc1 (stereo not given)	-7%	-5%	-1%	-1	u	-13%	1.0	-5%	-21%
O=C1CN(C(=O)CN2CCCCC2)C(c2ccccc2)c2cc(Br)ccc2N1 (stereo not given)	5%	u	6%	0	-21%	-8%	-1.4	-3%	i
CC(=O)C1CCC2C3CCC4CC(O)CCC4(C)C3C(O)CC12C (stereo not given)	-4%	0%	7%	0	-18%	-1%	0.1	-1%	-4%
CC1CCCCC1n1c(-c2cccnc2)n[nH]c1=S (stereo not given)	u	-4%	4%	7	-16%	1%	0.3	-7%	-5%
O=C(CCc1ccccc1)N1Cc2cc(-c3ccccc3)ccc2-n2nncc2C1	0%	2%	3%	19	-17%	-1%	-0.8	6%	-16%
CN(c1ccc(OCC(=O)N2CCN(C/C=C/c3ccccc3)CC2)cc1)S(=O)(=O)c1cccs1	5%	-20%	12%	-1	u	-7%	-5.0	2%	i
CCOc1ccc(CC2C(=O)NC(=O)N(c3ccc(CC)cc3)C2=O)cc1 (stereo not given)	-3%	-24%	-11%	0	1%	26%	-4.6	-2%	i
